Rac1 act GTP bind: GTP binding modulators of activated mutant Rac1, primary screen, biochemical, bead-based flow cytometry, multiplex, fluorescent GTP; Ras-related C3 botulinum toxin substrate 1 (Homo sapiens), P63000; GST-Rac1 activated beads; actives lie on both sides; 100% means binding = to untreated wells; percent activity (GTP binding), % at 10 µM; 0.11% of 190,000 active;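 active = GTP binding at least 20 percentage points away from the 100% baseline, in either direction, so actives lie on both sides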
Rac1 wt GTP bind: wildtype Rac1 GTP binding modulators, primary screen, biochemical, GST-Rac1 beads, flow cytometry, multiplex; Ras-related C3 botulinum toxin substrate 1 (Homo sapiens), P63000; fluorescent GTP binding; actives lie on both sides; 0 = cold GTP competed, 100 = untreated; GTP binding activity (% of control), % at 10 µM; 0.27% of 190,000 active; AID 757, 2007;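 active = GTP binding activity at least 20 points away from the 100% control level, either lower or higher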
Mcl-1 Bim block: inhibitors of Bim peptide binding to Mcl-1, primary screen, biochemical, bead-based flow cytometry, multiplex. Induced myeloid leukemia cell differentiation protein Mcl-1 (Homo sapiens), Q07820. Bim peptide-Mcl-1 binding. inhibition, % at 10 µM. 0.1% of 190,000 active. AID 1009, 2008; in the data active = inhibition above about 40%;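 also: 0% = no compound tracer wells and 100% = peptide blocker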
Target sequence (Q07820 whole entry, looked up): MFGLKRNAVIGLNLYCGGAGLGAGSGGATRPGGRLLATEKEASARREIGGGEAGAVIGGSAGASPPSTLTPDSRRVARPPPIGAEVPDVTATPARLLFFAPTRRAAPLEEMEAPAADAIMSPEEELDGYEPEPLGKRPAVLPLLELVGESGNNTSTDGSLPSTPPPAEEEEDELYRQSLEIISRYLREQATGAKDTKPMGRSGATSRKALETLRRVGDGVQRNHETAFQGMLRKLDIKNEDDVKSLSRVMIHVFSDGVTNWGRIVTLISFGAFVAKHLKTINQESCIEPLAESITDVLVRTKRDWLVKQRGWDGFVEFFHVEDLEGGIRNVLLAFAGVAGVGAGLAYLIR
HRas wt GTP: modulators of GTP binding to HRas wildtype, primary screen, biochemical, bead-based flow cytometry, multiplex | GTPase HRas (Homo sapiens), P01112 | GST-Ras wt beads, Bodipy-FL-GTP binding; actives lie on both sides | GTP binding activity, % at 10 µM | 0.14% of 190,000 active | AID 759, 2007;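 active = GTP binding activity at least 20% away from the 100% baseline, either lowered as inhibitor or raised as activator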;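 also: 0% = unlabeled GTP competition control and 100% = no-compound control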
Target sequence (P01112 whole entry, looked up): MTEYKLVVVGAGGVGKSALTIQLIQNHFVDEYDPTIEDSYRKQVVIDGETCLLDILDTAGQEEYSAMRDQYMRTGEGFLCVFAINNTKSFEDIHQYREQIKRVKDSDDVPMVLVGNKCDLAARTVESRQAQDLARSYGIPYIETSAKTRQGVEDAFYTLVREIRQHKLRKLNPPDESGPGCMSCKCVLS
Rab7 wt modul: modulators of GTP binding to Rab7, primary screen, biochemical, wildtype, multiplex bead flow cytometry; Rab7 GTPase wild type (dog), Bodipy-FL-GTP binding; GST-Rab7 beads, fluorescent GTP binding; actives lie on both sides; untreated = 100%, excess cold GTP = 0%; GTP binding activity (percent of control), % at 10 µM; 0.055% of 190,000 active; AID 758, 2007;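 active = fluorescent GTP binding to Rab7 beads changed by at least 20 points from the 100% baseline, either direction, mostly lower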;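 also: median green fluorescence of bound Bodipy-FL-GTP per Rab7 bead population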
Cdc42 wt: modulators of GTP binding to wildtype Cdc42, primary screen, biochemical, multiplex bead flow cytometry, Bodipy-GTP. 0.2% of 190,000 active. AID 761, 2007. percent activity (GTP binding), % at 10 µM. Cell division control protein 42 homolog (Homo sapiens), P60953. GST-Cdc42 beads; actives lie on both sides;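 active = percent activity GTP binding at least 20 points away from the 100% baseline, either down as inhibitor or up as activator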;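 also: median bead fluorescence of bound Bodipy-FL-GTP at 100 nM; 0% = excess unlabeled GTP control and 100% = no compound control; below 100% means less GTP binding so inhibitor and above means activator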
Target sequence (P60953 whole entry, looked up): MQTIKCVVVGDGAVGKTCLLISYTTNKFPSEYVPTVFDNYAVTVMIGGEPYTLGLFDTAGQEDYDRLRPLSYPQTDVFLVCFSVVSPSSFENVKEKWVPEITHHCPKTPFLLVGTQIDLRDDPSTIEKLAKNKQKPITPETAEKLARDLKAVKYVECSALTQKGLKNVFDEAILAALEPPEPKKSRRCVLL
Mcl1-Noxa inh: Mcl-1/Noxa binding inhibitors, primary screen, biochemical, TR-FRET, 1536-well | Induced myeloid leukemia cell differentiation protein Mcl-1 (Homo sapiens), Q07820 | TR-FRET Mcl-1/Noxa peptide binding, 2 h | inhibition, % at 21.7 µM | 1.5% of 220,000 active | AID 1022, 2008;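 active = compounds that cut the protein-peptide binding signal by more than 50% relative to plate controls in a single-dose test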;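 also: His-tagged Mcl-1 with rhodamine Noxa BH3 peptide and terbium anti-His antibody; 0% = Mcl-1 plus Noxa peptide wells and 100% = peptide-only wells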
Mcl1 Bid PPI: Mcl-1/Bid binding inhibitors, primary screen, biochemical, TR-FRET, 1536-well | Induced myeloid leukemia cell differentiation protein Mcl-1 (Homo sapiens), Q07820 | TR-FRET Mcl-1/Bid-Dy647 peptide binding | inhibition, % at 21.7 µM | 0.97% of 220,000 active | AID 1021, 2008;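 active = compounds that cut the binding signal by more than half at the single screening dose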;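 also: His-tagged Mcl-1 with europium anti-His antibody binding Bid BH3 peptide; 0% = Mcl-1 plus peptide wells and 100% = peptide-only wells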
Pf gametocyte: late stage P. falciparum gametocyte viability inhibitors, primary screen, ATP luminescence, HTS | AID 743093, 2013 | 0.065% of 150,000 active | P. falciparum stage V gametocytes, 24 h | inhibition, % at 10.9 µM;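 active = inhibition above the mean plus 3 SD of compounds within the control limits, set per campaign, cut at about 38% in these data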;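 also: 0% = DMSO wells and 100% = medium only without gametocytes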
Rab2A wt mod: modulators of GTP binding to Rab2A wildtype, primary screen, biochemical, dog, bead-based flow cytometry, multiplex. Ras-related protein Rab-2A (Canis lupus familiaris), P61105. GST-Rab2 wt beads, Bodipy-GTP binding. GTP binding activity, % at 10 µM. AID 760, 2007. 0.19% of 190,000 active;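 active = GTP binding activity at least 20 points away from 100%, either lowered or raised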;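 also: 0% = beads with excess unlabeled GTP and 100% = no-compound control corrected for plate trend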
Avidin fluor: green autofluorescence of compounds with avidin beads – biophysical, 488/530 nm, flow cytometry, artefact control, profiling panel | compound fluorescence 488/530 nm; hits give high values | fluorescence (KMESF) at 10 µM | 0.38% of 220,000 active; in the data active = fluorescence above about 47; also: inactives centre near 10
Starred values were filed as active, the others as inactive; nt = not tested or not shown; & = joins results of further samples. Random draw from the library. About 2.7% of those tested had a hit in this group.

SMILES	Rac1 act GTP bind	Rac1 wt GTP bind	Mcl-1 Bim block	HRas wt GTP	Rab7 wt modul	Cdc42 wt	Mcl1-Noxa inh	Mcl1 Bid PPI	Pf gametocyte	Rab2A wt mod	Avidin fluor
CC(C)OCCCNC(=O)c1c(N)n(/N=C/c2ccccn2)c2nc3ccccc3nc12	99	99	3	99	94	99	11	4	16	99	1
CCCCCn1c(CNC(=O)c2cccs2)nc2ccccc21	100	103	0	99	102	102	11	1	nt	102	8
CC(C)Cn1c(=O)c(-[n+]2ccccc2)c([O-])c2ccccc21	98	104	8	104	106	104	11	-20	-1	103	17
CCOC(=O)c1ccc(N/C=C/C(=O)c2ccc(OC)cc2)cc1	101	104	1	102	103	101	17	-21	nt	102	7
CCCCC(=O)N/N=C/c1sccc1C	101	98	0	100	96	99	8	7	-5	98	15
NC1=NC(=O)/C(=C\c2cccs2)S1	96	96	0	98	98	97	14	-5	nt	98	33
CN1CCc2c(c3c(n2C)CCN(C)[C@@H]3c2cccnc2)[C@H]1c1cccnc1	99&98	105&102	0&-1	102&95	101&96	102&97	10&27	43&-3	12	100&97	9&10
Clc1cc(Br)ccc1OCCOCCN1CCOCC1	98	95	1	96	94	99	nt	16	nt	98	6
COc1ccccc1N1CCN(C(=O)c2cc3sccc3n2C)CC1	99	101	-2	101	101	102	15	-27	nt	102	18
CCOc1ccc(NC(=O)NCCCN2CCCC2)cc1	98	101	-2	100	102	103	16	-9	-12	100	9
O=C(NC1CC1)C1=C[C@@H](c2ccc(Br)cc2)C[C@@H](OCCCCO)O1	95	99	0	97	102	95	2	-4	-2	96	5
O=C(NCc1ccco1)c1cccc(NC(=O)c2ccccc2)c1	101	107	5	103	101	104	1	-39	-34	104	14
O=c1cc(O)n(-c2ccc(Cl)cc2)c(=S)[nH]1	101	107	-3	103	104	106	20	-18	-16	102	9
Cc1ccc(CC(=O)O/N=C(\N)Cc2ccc([N+](=O)[O-])cc2)cc1	98	101	-1	99	96	96	7	4	29	96	9
CC(=O)Nc1c(C(=O)c2ccccc2)oc2ccccc12	100	107	-1	104	103	103	7	15	16	103	24
COC(=O)c1ccc(NC(=O)c2cn(-c3ccccc3)nc2-c2ccncc2)cc1	93	94	-1	97	93	97	0	12	nt	95	12
COc1ccccc1OCCOCCOc1c(C)cc(C)cc1Br	100	98	-4	94	96	96	11	-7	-5	95	13
CC(C)Oc1ccc(NC(=O)CCC(=O)O)cc1	102	106	-4	102	102	105	7	-7	9	102	32
COc1cccc(C(c2nnnn2Cc2ccco2)N2CCN(Cc3ccccc3)CC2)c1OC (centres undefined)	98	99	-1	100	113	101	27	11	-10	101	12
NC(=O)NC(=O)COC(=O)c1ccccc1Oc1ccccc1	102	110	-1	103	101	104	-6	-64	-13	105	12
Cc1cc(NS(=O)(=O)c2ccc(Nc3nc(-c4ccc(C)c(C)c4)cs3)cc2)no1	96	100	-1	100	100	99	39	9	16	98	5
Cc1cccc(Nc2nc(-c3c(C)nc4ccccn34)cs2)c1	99	103	-6	101	97	100	31	-110	nt	98	24
COc1ccc(Cl)cc1C(=O)NCC(c1ccco1)N1CCCC1 (centres undefined)	97	98	-1	100	97	101	-18	-19	4	97	35
CCC1=NN2C(=N)/C(=C\c3cccn3-c3ccc(C)c(C)c3)C(=O)N=C2S1	87	94	0	94	101	90	12	-37	6	92	20
C=CCn1cc(C(=O)NCCCOC)c(=O)c2cc(S(=O)(=O)N(CC)CC)ccc21	97	101	0	99	96	99	3	3	14	96	10
C=CCn1c(=S)[nH]c2ccc(Br)cc2c1=O	94	97	1	97	93	99	16	-79	nt	95	30
N#Cc1ccc(OCC(=O)OCC(=O)NCCC2=CCCCC2)cc1	97	101	21	97	97	99	-12	-24	16	98	15
COc1ccc(N(CC(=O)N2CCc3ccccc3C2)S(C)(=O)=O)cc1OC	97	104	-4	103	104	102	2	-50	-1	102	13
O=C(N/N=C\c1cccc(Cl)c1)c1n[nH]c2c1CCCC2	105	105	0	102	99	102	3	-14	3	102	2
Cc1cccc(C(C)C)c1NC(=O)C1CN(S(=O)(=O)c2ccccc2)CCN1S(=O)(=O)c1ccccc1 (centres undefined)	97	99	-6	99	103	99	11	-21	-3	97	23
O=C(OCCCN1C(=O)c2ccccc2C1=O)c1ccco1	97	102	2	98	97	101	-5	-21	-3	96	8
Cn1c(=O)c2c(nc(N3CCc4ccccc4C3)n2C)n(C)c1=O	83	69*	4	81	85	80*	-9	-62	-30	81	19
COc1ccc(NC(=S)N2CCN(Cc3ccco3)CC2)c(OC)c1	99	102	-3	100	95	106	-18	-35	-10	100	9
COc1cc(N=C2C(=O)N3CCCc4cccc2c43)cc(OC)c1	100	104	-1	102	103	100	28	-23	7	100	12
CC(C(=O)O)N1C(=O)/C(=C/c2cccn2C)SC1=S (centres undefined)	94	95	0	96	101	97	2	-26	5	96	10
O=C(O)CC1S/C(=N\N=C/c2ccccc2O)N(c2ccc(O)cc2)C1=O (centres undefined)	95	98	2	97	113	93	17	-25	nt	96	6
CN1CCN(Cc2nc3c([nH]2)c(=O)[nH]c(=O)n3C)CC1	97	99	-1	98	97	97	38	-15	8	97	7
COC(=O)C(C#N)c1nc2ccccc2nc1N1CCCC1 (centres undefined)	96	99	-1	97	99	98	18	-13	-21	97	39
CC(=O)c1c(C)[nH]c(C(=O)CSc2nnc(-c3ccco3)n2Cc2ccccc2)c1C	99	102	-5	100	99	102	21	8	nt	101	30
CCOC(=O)C1(CC2CCCCO2)CCN(Cc2ccccc2-c2ccco2)CC1 (centres undefined)	97	102	-2	99	99	100	-19	-16	-6	99	9
CCOCC(=O)Nc1ccc(C(=O)Nc2ccccc2Cl)cc1	95	97	1	98	102	95	-12	-15	6	99	9
CCCOc1ccc(/C=N/NC(=O)C2CCCN2S(=O)(=O)c2ccc(Cl)cc2)cc1 (centres undefined)	96	100	2	97	101	98	18	11	0	97	7
CCOC(=O)c1c(C)n(C)c2ccc(OC)c([N+](=O)[O-])c12	95	100	7	102	105	97	-3	-30	-18	99	11
CCOC(=O)c1sc(NC(=O)CC)nc1C	96	100	0	97	104	94	1	-16	-13	98	12
COc1cc(/C=C(\C#N)C(=O)N2CCOCC2)ccc1OCc1ccccc1	98	99	0	99	106	98	15	-24	6	99	12
COc1ccc(N2CCN(CC(O)COC(C)(C)C)CC2)cc1 (centres undefined)	95	97	-6	95	96	99	25	-4	15	96	9
COc1ccccc1/C=N/NC(=O)COCC(=O)N/N=C/c1ccccc1OC	96	98	0	95	99	95	5	-9	16	94	10
O=C1c2cccc([N+](=O)[O-])c2C(=O)N1c1cccnc1	96	99	-1	102	107	98	-7	-7	-5	101	8

Entries of single compounds, looked up by structure. Screens in order: Rac1 act GTP bind | Rac1 wt GTP bind | Mcl-1 Bim block | HRas wt GTP | Rab7 wt modul | Cdc42 wt | Mcl1-Noxa inh | Mcl1 Bid PPI | Pf gametocyte | Rab2A wt mod | Avidin fluor
O=C1c2cccc([N+](=O)[O-])c2C(=O)N1c1cccnc1 is entered as 96 | 99 | -1 | 102 | 107 | 98 | -7 | -7 | -5 | 101 | 8
CCCOc1ccc(/C=N/NC(=O)C2CCCN2S(=O)(=O)c2ccc(Cl)cc2)cc1 (centres undefined) is entered as 96 | 100 | 2 | 97 | 101 | 98 | 18 | 11 | 0 | 97 | 7
CCOC(=O)c1sc(NC(=O)CC)nc1C is entered as 96 | 100 | 0 | 97 | 104 | 94 | 1 | -16 | -13 | 98 | 12
CC(=O)c1c(C)[nH]c(C(=O)CSc2nnc(-c3ccco3)n2Cc2ccccc2)c1C is entered as 99 | 102 | -5 | 100 | 99 | 102 | 21 | 8 | nt | 101 | 30

Returning to the listing, repeating the 3 entries before the break.
SMILES	Rac1 act GTP bind	Rac1 wt GTP bind	Mcl-1 Bim block	HRas wt GTP	Rab7 wt modul	Cdc42 wt	Mcl1-Noxa inh	Mcl1 Bid PPI	Pf gametocyte	Rab2A wt mod	Avidin fluor
COc1ccc(N2CCN(CC(O)COC(C)(C)C)CC2)cc1 (centres undefined)	95	97	-6	95	96	99	25	-4	15	96	9
COc1ccccc1/C=N/NC(=O)COCC(=O)N/N=C/c1ccccc1OC	96	98	0	95	99	95	5	-9	16	94	10
O=C1c2cccc([N+](=O)[O-])c2C(=O)N1c1cccnc1	96	99	-1	102	107	98	-7	-7	-5	101	8
CC1(C)N=C(N)N=C(N)N1c1ccc(C(=O)O)cc1	96	98	0	100	101	102	15	-11	nt	100	7
COc1ccc(S(=O)(=O)N2CCN(C(=O)NC3CCCCC3)CC2)cc1	96	102	5	102	105	99	6	-14	11	100	9
CC(NC(=O)c1ccc(N(C)C)cc1)C(c1cccs1)N1CCN(C)CC1 (centres undefined)	94	96	-1	98	99	99	-3	-11	nt	97	6
COc1cc(C#N)ccc1OCC(=O)c1ccc2c(c1)OCCO2	98	106	-7	103	102	105	-7	9	nt	103	25
CCCC(CCC)C(=O)NCCN1CCOCC1	96	98	0	101	100	101	25	14	19	98	11
CC(C)CCN1CCN(Cc2nc3ccccc3s2)CC1CCO (centres undefined)	96	94	-2	95	95	95	0	-21	-1	95	27
FC(F)(F)c1nnc2ccc(-n3ccnc3)nn12	99	104	-2	101	100	102	-19	-1	nt	101	28
O=C(NCc1ccccc1Cl)C1CCN(S(=O)(=O)N2CCCCCC2)CC1	93	98	1	101	99	98	17	-13	nt	98	18
CC(C)c1nnc(SCC(=O)NCCC2=CCCCC2)n1N	95	95	-4	97	99	99	8	27	nt	98	11

Source: PubChem (several laboratories)
